Screens as filed in PubChem BioAssay.
PfG6PD inh: PfG6PD (Plasmodium falciparum) enzyme inhibition; PfGluPho enzyme, NADPH resazurin-diaphorase fluorescence; inhibition, % at 20 µM; actives 0.78% (n = 350,000); AID 504690;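 active = inhibition reaching at least a set limit at 20 µM in the primary screen, cut at about 59% in these data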;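 note: 0% = DMSO wells with substrate and 100% = DMSO wells lacking glucose-6-phosphate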
SENP8 block-1: inhibitors of human SENP8 protease. actives 1.2% (n = 330,000). inhibition, % at 10 µM. AID 2540. purified SENP8, Z-RLRGG-aminoluciferin cleavage, luminescence. Q96LD8; in the data active = inhibition above about 50%
Target sequence (Q96LD8 whole entry, looked up): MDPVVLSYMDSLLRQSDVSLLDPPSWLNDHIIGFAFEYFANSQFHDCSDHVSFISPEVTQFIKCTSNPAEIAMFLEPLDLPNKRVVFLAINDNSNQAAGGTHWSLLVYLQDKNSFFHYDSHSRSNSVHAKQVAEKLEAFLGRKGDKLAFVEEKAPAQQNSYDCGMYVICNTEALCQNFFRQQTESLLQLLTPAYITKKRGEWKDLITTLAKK
SENP8 block-2: blocks human SENP8 cleavage of Nedd8 substrate | recombinant SENP8, Nedd8 substrate fluorescence | inhibition, % at 20 µM | AID 602440 | actives 0.64% (n = 360,000); in the data active = inhibition mostly above about 40%, no sharp cut-off; inactive = mostly below about 27%
SENP6 inh: SENP6 protease inhibition | Recombinant SENP6 catalytic domain, aminoluciferin luminescence | inhibition, % at 10 µM | actives 1.8% (n = 330,000);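 active = inhibition above about 50% at the single tested dose, limit read from the data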;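 note: plate controls were DMSO wells with enzyme for no effect and DMSO wells lacking enzyme for full effect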
UBC13 polyUb: inhibitors of human UBC13 polyubiquitin chain formation; TR-FRET; inhibition, % at 20 µM; actives 0.47% (n = 330,000); AID 485273; in the data active = inhibition above about 45%, passing the limit was not always enough
Target sequence (P61088 whole entry, looked up): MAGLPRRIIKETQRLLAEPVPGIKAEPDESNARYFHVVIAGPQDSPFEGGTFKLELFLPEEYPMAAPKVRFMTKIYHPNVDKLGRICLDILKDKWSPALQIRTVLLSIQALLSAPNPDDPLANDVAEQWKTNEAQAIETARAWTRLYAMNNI
HKDC1 inh: blocks human hexokinase HKDC1 activity; Q2TB90; recombinant HKDC1, G6PDH/diaphorase resazurin coupled fluorescence; inhibition, % at 20 µM; actives 0.16% (n = 340,000); AID 493160;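 active = inhibition above about 35% when tested at 20 µM, limit read from the data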;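 note: plate controls were DMSO wells with enzyme for no effect and DMSO wells lacking enzyme for full effect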
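Material – in-house recombinant HK5 (HKDC1) enzyme · Quantity – HKDC1 at 5 µg/mL · Buffer or medium – pH 8.0 Tris buffer with 10 mM MgCl2 · Reagent – glucose with 1 mM ATP · Dosing – single 20 µM dose · Times – reaction time 90 min, room temperature, protected from light · Technique – resorufin fluorescence at 613 nm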
SENP1 inh: SENP1 (human) catalytic domain inhibition; Q9P0U3; recombinant SENP1 catalytic domain, CyPet-SUMO1-YPet FRET cleavage; inhibition, % at 10 µM; actives 0.21% (n = 360,000);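 active = inhibition at least 30% at 10 µM, raw YFP signal under a set limit, fluorescence ratio 0.5 to 1.5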;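 note: 0% = enzyme with DMSO and 100% = no enzyme wells; some results filed as inactive read as strong as hits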
Target sequence (Q9P0U3 419-644 limits assumed): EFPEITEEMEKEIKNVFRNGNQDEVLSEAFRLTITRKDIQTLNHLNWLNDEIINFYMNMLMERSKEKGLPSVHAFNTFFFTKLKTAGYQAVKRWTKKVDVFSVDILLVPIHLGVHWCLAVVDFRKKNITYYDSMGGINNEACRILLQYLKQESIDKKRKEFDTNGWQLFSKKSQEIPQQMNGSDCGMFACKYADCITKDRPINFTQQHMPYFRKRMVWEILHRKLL
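system = hSENP1 catalytic domain, recombinant | reagent = SFCypet-SUMO1-SFYpet substrate at 25 nM | doses = one dose per compound, 10 µM, 0.5% DMSO | incubation = enzyme reaction for 50 min at room temperature, dark | measured by = FRET, CFP and YFP emission | controls = no-enzyme low, enzyme-DMSO high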
SENP7 inh: SENP7 protease inhibition | Q9BQF6 | recombinant SENP7, Z-RLRGG-aminoluciferin luminescence, 40 min | inhibition, % at 5 µM | actives 1.5% (n = 330,000) | AID 434973;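 active = inhibition above about 50% at the single test dose, limit read from the data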;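 note: plate controls were DMSO with enzyme for no effect and no enzyme buffer wells for full effect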
Target sequence (Q9BQF6 706-1050 limits assumed): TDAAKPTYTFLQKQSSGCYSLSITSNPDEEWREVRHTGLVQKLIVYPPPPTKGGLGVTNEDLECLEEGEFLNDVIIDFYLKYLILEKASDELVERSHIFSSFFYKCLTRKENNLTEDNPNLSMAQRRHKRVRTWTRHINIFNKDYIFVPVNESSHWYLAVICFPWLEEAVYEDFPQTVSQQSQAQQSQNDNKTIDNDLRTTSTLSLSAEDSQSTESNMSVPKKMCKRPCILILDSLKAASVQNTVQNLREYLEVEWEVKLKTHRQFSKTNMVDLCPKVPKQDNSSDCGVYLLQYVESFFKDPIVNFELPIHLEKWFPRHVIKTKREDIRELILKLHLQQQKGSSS
beta cell repl: induces beta-cell replication in MIN6 cells | MIN6 cells proliferation, ATPlite luminescence, 48 h; cells starved in 0.2% serum; 100% = growth in 10% serum | proliferation, % at 10 µM | actives 0.29% (n = 330,000);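 active = compounds whose signal lies at least 3.5 SD above the mean of all wells on their plate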;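 note: 0% = DMSO-treated cells in low-serum medium and 100% = 10% serum control; some compounds called inactive have numbers as strong as hits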
The depositor's hits bear a star; x = no result given.

SMILES	PfG6PD inh	SENP8 block-1	SENP8 block-2	SENP6 inh	UBC13 polyUb	HKDC1 inh	SENP1 inh	SENP7 inh	beta cell repl
Cc1ccc(Cn2nnc3c(=O)n(Cc4ccccc4C)cnc32)cc1	0	7	14	-10	0	-6	-12	3	-1
Cc1nc(SCC(=O)NCc2ccccc2)c2oc3ccccc3c2n1	-9	-8	15	1	-16	-7	0	-3	2
CC1=NOC2(C1)N(C)c1ccccc1C2(C)C (stereo not drawn)	1	5	12	-3	-2	-1	-2	-6	-2
COc1nc(N)nc(NC(=O)c2cccs2)c1N=O	37	1	-45	1	-22	7	-8	6	-6
CCC1CCCCN1CCCNC(=O)c1ccc(N2CCCC2=O)cc1 (stereo not drawn)	1	-5	10	6	0	-1	0	4	-2
O=C(NCc1ccccn1)c1ccc(Cn2cc(Br)cn2)o1	8	-3	-5	-10	0	-5	-5	-4	0
O=C(NCc1ccco1)C1CCN(C(=O)c2ccc([N+](=O)[O-])cc2)CC1	16	2	2	-5	-4	-6	0	3	-1
CCN(CC)CCN1C(=O)C(O)=C(C(=O)c2cc3cccc(OC)c3o2)C1c1ccc(F)cc1 (stereo not drawn)	-16	-14	-17	-2	-7	-4	-1	-3	-1
Cc1ccccc1-n1nc2c(c1NC(=O)c1c(-c3ccccc3Cl)noc1C)CSC2	-8	-1	3	-17	3	-1	-3	0	-4
Cc1cc(-c2nn(C)c(=O)c3ccccc23)ccc1CNC(=O)NC1CCCCC1	55	-5	-1	1	-2	-2	1	-9	-2
N/C(Cn1cncn1)=N\NC(=O)C(=O)Nc1ccccc1	-4	-6	7	-22	-8	7	1	0	-1
CCOC(=O)CCCCCCCCC(=O)Nc1ccc(-n2[nH]c(=O)cc2C)cc1	3	x	5	x	x	2	-2	x	x

Retrieved one by one from above (6):
SMILES	PfG6PD inh	SENP8 block-1	SENP8 block-2	SENP6 inh	UBC13 polyUb	HKDC1 inh	SENP1 inh	SENP7 inh	beta cell repl
Cc1ccccc1-n1nc2c(c1NC(=O)c1c(-c3ccccc3Cl)noc1C)CSC2	-8	-1	3	-17	3	-1	-3	0	-4
COc1nc(N)nc(NC(=O)c2cccs2)c1N=O	37	1	-45	1	-22	7	-8	6	-6
O=C(NCc1ccco1)C1CCN(C(=O)c2ccc([N+](=O)[O-])cc2)CC1	16	2	2	-5	-4	-6	0	3	-1
CCC1CCCCN1CCCNC(=O)c1ccc(N2CCCC2=O)cc1 (stereo not drawn)	1	-5	10	6	0	-1	0	4	-2
Cc1nc(SCC(=O)NCc2ccccc2)c2oc3ccccc3c2n1	-9	-8	15	1	-16	-7	0	-3	2
Cc1cc(-c2nn(C)c(=O)c3ccccc23)ccc1CNC(=O)NC1CCCCC1	55	-5	-1	1	-2	-2	1	-9	-2

Remaining list, next part
SMILES	PfG6PD inh	SENP8 block-1	SENP8 block-2	SENP6 inh	UBC13 polyUb	HKDC1 inh	SENP1 inh	SENP7 inh	beta cell repl
CCS(=O)c1scc(-c2ccc(Cl)cc2)c1C#N (stereo not drawn)	-2	-7	4	3	-2	-4	2	6	0
C=CCN(c1ccccc1OC)S(=O)(=O)c1cccc(C(=O)NCC(c2ccc(OC)cc2)N2CCCC2)c1 (stereo not drawn)	12	x	-5	x	x	-2	-6	x	x
CCOC(=O)c1[nH]c(CSc2nnc(-c3ccncc3)n2CCOC)c(C(=O)OCC)c1C	0	4	-29	-1	5	1	-14	3	0
CCn1nnc2cc(C(=O)NCCc3ccccc3F)ccc21	-19	18	-4	19	4	1	-5	21	-3
CC(=O)c1ccc(S(=O)(=O)N2CCN(c3nc(-c4cccnc4)nc4ccccc34)CC2)cc1	4	4	-229	4	4	-1	-25	-4	-6
CN(C)c1ccc(/C=C2\CCCc3c2nc2ccccc2c3C(=O)O)cc1	-23	4	-247	-5	-4	0	-26	6	-3
CCCCC(=O)N(CCC)CCC	1	x	15	x	x	-5	0	x	x
COc1ccc(N2CC(C(=O)N[C@@H](C)C(=O)NC(C)c3ccccc3)CC2=O)cc1 (stereo partly drawn)	12	1	9	4	1	-6	3	-6	-3
Nc1cc2[nH]c(=O)c3ccccc3c2cc1[N+](=O)[O-]	45	x	22	x	x	22	21	x	x
O=C(Nc1ccccc1OC(F)F)C1CC(=O)N(Cc2ccccc2)C1 (stereo not drawn)	-4	-2	12	-11	10	-2	-1	-5	-2
Cc1cc(C(C)(C)C)cc(C)c1Cn1c2[n+](c3ccc(C(F)(F)F)cc31)CCCCC2	3	4	16	-12	26	7	-6	10	-7
N#Cc1cnc2sc3ccccc3n2c1=N	-22	93*	-179	94*	2	-1	-25	79*	-3
COc1ccc(-n2c(=O)[nH]c3cc(C(=O)NCCc4ccc(OC)c(OC)c4)ccc3c2=O)c(OC)c1	-4	-6	-9	7	-5	-1	1	-2	-2
Cc1cc(C)cc(NC(=O)CSc2nnc(CNC(=O)c3ccco3)o2)c1	-4	-2	0	5	-6	-2	3	2	0
COc1ccc(C(CNC(=O)c2ccc(S(=O)(=O)N(C)C)cc2)N2CCCC2)cc1 (stereo not drawn)	2	-7	-7	-13	18	-4	-4	4	2
COCCn1c(SCC(=O)Nc2cccc(F)c2)nc2c([nH]c3ccccc32)c1=O	-9	13	-29	0	-12	-4	0	7	-3
COC(=O)C(N)Cc1ccc(O)cc1 (stereo not drawn)	1	-4	19	-30	-8	0	1	-6	0
O=C(NCc1ccccc1F)C1CCCN(S(=O)(=O)c2ccc(-n3cnnn3)cc2)C1 (stereo not drawn)	-5	-1	5	-21	-3	-2	-3	-9	-2
COc1ccc2c(c1)C(=O)/C(=C/C=C/c1ccccc1)CC2	-7	20	-29	-14	6	14	-7	31	-2
CN1C(=O)C2C=CC1C1C(=O)N(c3ccccc3)C(=O)C21 (stereo not drawn)	-3	11	4	14	4	-2	1	5	4
O=C1C2C3C=CC(C2C(=O)N1c1ccccc1O)C1C2C(=O)N(c4ccccc4O)C(=O)C2C31 (stereo not drawn)	-14	0	-33	-14	-2	-4	-1	2	-1
O=C(Nc1ccc2nn(-c3ccccc3)nc2c1)c1ccc2c(c1)OCO2	-15	-11	-305	-13	-24	16	-2	-13	-2
C=CCOc1ccc(/C=C2\SC(=Nc3cccnc3)NC2=O)cc1	-3	-5	0	-24	-23	1	-10	3	0
O=C(O)c1ccc2c(=O)n3cc(C(=O)c4ccccc4O)cc(Cl)c3nc2c1	20	1	-137	0	-14	17	-35	-10	-4
Cc1ccc(C(=O)Oc2coc(CSc3nnc(NC(=O)c4cccs4)s3)cc2=O)cc1C	-42	-2	-25	-5	-10	14	2	1	-6
Cc1ccc(NC(=O)Nc2ccc3c(c2)CCC3)c(C)c1	0	-13	5	12	2	-9	1	-12	3
CC(C)COc1cc(=O)[nH]c(SCC(C)C)n1	-32	3	11	0	0	2	2	10	-2
Cc1nnc(N2C(=O)C(=O)/C(=C(/O)c3ccc4c(c3)OCCO4)C2c2ccc([N+](=O)[O-])cc2)s1 (stereo not drawn)	x	7	-51	0	-12	x	-73	1	-1
O=C(NC(=S)Nc1ccc2c(c1)OCCO2)c1ccccc1F	2	-9	20	-24	9	3	2	2	-4
Cc1ccc(-c2ccc(C3C(C#N)=C(N)Oc4n[nH]c(C)c43)o2)cc1 (stereo not drawn)	-10	4	-171	-7	-84	3	-24	10	-5
CCCN(C(=O)Cn1nc(C)c([N+](=O)[O-])c1C)c1c(N)n(Cc2ccccc2)c(=O)[nH]c1=O	-3	-1	3	-15	-1	-5	0	-3	-1
COc1ccc(C2N(C(=O)N(C)C)CCN2S(=O)(=O)c2ccc(OC)cc2)cc1 (stereo not drawn)	-10	-1	-1	15	2	0	0	-4	3
O=C(CCC(=O)N(CC(=O)NC1CCCCC1)CC1CCCO1)Nc1nccs1 (stereo not drawn)	1	-10	9	-3	2	-13	2	-7	-2
CCN(CC(=O)Nc1ccc2c(c1)OCCO2)C(=O)/C=C/c1cccc(Br)c1	-1	-12	5	-14	-5	-3	4	-13	-4
COc1ccc(OC)c(/C=N/N=C(\N)c2nonc2N)c1	0	-1	10	-13	10	-4	2	1	-2
COc1cc2nc(Nc3cccc(F)c3)nc(N)c2cc1OC	8	20	-272	38	25	-4	1	29	-6
CNc1nc(-c2ccc3c(c2)CCN3S(=O)(=O)c2ccccc2)c(C)s1	43	0	-158	10	-21	-6	-9	11	-3
CCNc1cc(=O)n(C)c(=O)n1C	-4	-4	29	-8	10	-3	1	0	-1
O=C(c1cc(Cl)cc(Cl)c1)N1CCC(=O)N(C(COCc2ccccc2)Cc2ccccc2)CC1 (stereo not drawn)	4	5	11	7	2	5	-1	2	-6
O=C(Nc1nncs1)c1cccnc1Cl	-12	3	12	17	-2	-8	1	1	-2
COC(=O)c1ccccc1NC(=O)COC(=O)c1ccc(C)c(NC(=O)c2ccco2)c1	8	2	11	0	5	-6	0	2	1
CC1=CS(=O)(=O)CC1SC(=S)N(C)C1CCS(=O)(=O)C1 (stereo not drawn)	-5	-4	15	-7	6	-8	1	2	0
COc1ccc2[nH]c(=O)c(-c3noc(-c4ccccc4)n3)cc2c1	2	4	-430	-11	2	22	-31	-4	0
Cc1cc(NC(=O)/C=C/c2ccccc2Cl)n(-c2nc3ccccc3[nH]2)n1	-12	0	5	-6	-21	-8	1	-5	-5
CC1CCCC(NC(=O)CCNC(=O)c2ccccc2Cl)C1C (stereo not drawn)	14	1	14	-4	4	-3	0	7	-1
Cc1ccc(C(=O)CSc2nnc(COc3cccc(C)c3)o2)cc1	4	0	1	0	-2	8	-1	-4	-3
Cc1cc(C(=O)OCC(=O)NC2CCC(C)CC2)c(C)o1 (stereo not drawn)	-10	-10	15	-2	-13	-4	0	-12	-4
CC1(C)CC2CC(C)(CN2C(=O)COC(=O)Cn2[nH]c(=O)c3ccccc3c2=O)C1 (stereo not drawn)	6	7	20	-3	1	1	0	-2	-4
COc1ccccc1C(=O)NC(CCSC)C(=O)NCCCn1nc(C)cc1C (stereo not drawn)	11	-3	9	5	-1	-7	2	2	2
CSCCC(N=C1NS(=O)(=O)c2ccccc21)C(=O)NCc1ccccc1F (stereo not drawn)	2	2	9	12	8	0	0	-5	-3
CC(=O)c1c(C)[nH]c(C(=O)OCC(=O)NCCCc2ccccc2)c1C	3	-11	14	-25	-4	-2	0	-5	0
N#Cc1nc(Cc2ccccc2)oc1N1CCC(C(N)=O)CC1	-18	-2	23	4	1	1	-3	-1	0
O=C(CSc1nnc(-c2ccccn2)o1)Nc1ccccc1	-4	-6	1	10	2	-5	-1	1	-1
COc1ccccc1NC(=O)CN(Cc1ccccc1)S(C)(=O)=O	-4	0	14	-10	5	-6	2	2	-3
Cc1cc(C)n2c(SCC(=O)Nc3cc(S(=O)(=O)N(C)C)ccc3C)nnc2n1	4	2	-4	-5	5	-4	0	-2	-2
CN(CC(=O)Nc1c(Cl)cccc1Cl)C(=O)c1cccc(S(=O)(=O)NCc2ccccc2)c1	-19	5	6	-2	0	-4	1	-7	4
COC(=O)c1nc2cc(C)ccn2c1F	-20	3	-71	-2	-6	0	-1	-5	-2
CC(=O)N1CCc2cc(S(=O)(=O)NCCC(=O)Nc3cccc(C)c3)ccc21	-11	8	12	-7	9	-1	-1	-1	-1

Compounds as they come; any-hit rate near 4%.
